From PubChem BioAssay
ANO1 activ = activates or potentiates the mouse TMEM16A chloride channel | Q8BHY3 | HEK293 TMEM16A/YFP-H148Q/I152L, iodide quench fluorescence; stronger effect = lower value | B-score at 10 µM | 340,000 compounds, 0.3% hits | AID 623877;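 active = fluorescence-ratio B-score plate-corrected deviation score at least 3 library SD below zero, with starting fluorescence score within 5 deviations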;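 also: channel opened by trigger with iodide after compound preincubation; score built on the fluorescence ratio of max minus min over baseline; more negative score means more quench and so TMEM16A activation or potentiation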
TRPC4 act = activators of mouse TRPC4 channel; HEK293 TRPC4beta/mu-opioid, Fluo4 calcium fluorescence; stronger effect = higher value; B-score at 10 µM; 310,000 compounds, 0.49% hits;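 active = B-score above 5 SD of library B-scores, and initial fluorescence ratio not above library mean plus 5 SD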;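 also: positive B-score marks a calcium rise read as TRPC4 activation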
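Assay system: HEK293 stable line with TRPC4beta plus mu-opioid receptor. Times: dye 45 min RT, read 110 s. Measured by: kinetic Fluo4 calcium fluorescence. Measure: B score of integrated ratio. Controls: assay buffer as low control, maximal DAMGO as high control.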
ANO1 block = inhibitors of mouse TMEM16A calcium-activated chloride channel; Q8BHY3; HEK293 TMEM16A/YFP iodide influx fluorescence, ionomycin; normalized B-score (activity score, 25-100; higher = stronger inhibition) at 10 µM; 310,000 compounds, 1.2% hits;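 active = ratio plate-corrected score three or more library SD toward inhibition, starting fluorescence score within five deviations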;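 also: score derived from kinetic fluorescence span divided by baseline fluorescence per well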
hERG rescue = shields human hERG channel from block by proarrhythmic agents | CHO-hERG, FluxOR thallium flux, dofetilide IC70 present | activation (rescue from dofetilide block), less the hit threshold, % at 10 µM | 310,000 compounds, 0.51% hits;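 active = activation above the mean of controls blocked by dofetilide plus 5 SD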;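 also: thallium influx through hERG after potassium depolarization seen as dye fluorescence rise; in these data hits start at about 4.7%; inactives centre near -7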
Target sequence (Q12809 whole entry, looked up): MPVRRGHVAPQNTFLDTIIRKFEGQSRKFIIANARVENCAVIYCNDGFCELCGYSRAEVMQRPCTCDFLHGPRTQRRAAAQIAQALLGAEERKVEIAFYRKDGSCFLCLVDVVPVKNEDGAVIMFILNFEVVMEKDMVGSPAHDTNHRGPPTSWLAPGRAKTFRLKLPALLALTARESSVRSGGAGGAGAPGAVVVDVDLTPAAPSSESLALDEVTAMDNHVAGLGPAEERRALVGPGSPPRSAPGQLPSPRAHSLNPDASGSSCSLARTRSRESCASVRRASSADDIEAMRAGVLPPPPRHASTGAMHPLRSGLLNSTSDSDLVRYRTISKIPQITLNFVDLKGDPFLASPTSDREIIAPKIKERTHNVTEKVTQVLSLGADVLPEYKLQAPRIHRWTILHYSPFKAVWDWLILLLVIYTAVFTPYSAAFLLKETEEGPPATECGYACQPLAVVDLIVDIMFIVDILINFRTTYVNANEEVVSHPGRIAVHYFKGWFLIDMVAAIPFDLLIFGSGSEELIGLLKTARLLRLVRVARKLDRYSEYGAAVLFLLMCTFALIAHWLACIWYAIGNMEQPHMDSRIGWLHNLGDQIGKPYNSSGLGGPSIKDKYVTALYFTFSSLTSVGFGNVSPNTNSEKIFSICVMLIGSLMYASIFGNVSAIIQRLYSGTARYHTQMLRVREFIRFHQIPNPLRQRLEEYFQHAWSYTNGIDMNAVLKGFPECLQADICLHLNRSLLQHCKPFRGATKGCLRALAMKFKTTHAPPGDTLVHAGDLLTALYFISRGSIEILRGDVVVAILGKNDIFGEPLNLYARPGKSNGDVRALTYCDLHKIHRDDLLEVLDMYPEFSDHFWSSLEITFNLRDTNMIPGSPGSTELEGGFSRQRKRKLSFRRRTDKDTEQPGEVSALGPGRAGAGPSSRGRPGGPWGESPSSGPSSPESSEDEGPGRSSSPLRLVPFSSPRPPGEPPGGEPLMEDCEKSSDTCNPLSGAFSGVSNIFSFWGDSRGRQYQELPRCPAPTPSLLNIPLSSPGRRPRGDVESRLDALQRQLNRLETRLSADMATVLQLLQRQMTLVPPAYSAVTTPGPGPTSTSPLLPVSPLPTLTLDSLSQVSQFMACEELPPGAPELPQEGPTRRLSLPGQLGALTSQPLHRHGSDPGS
KCNQ1 block = inhibitors of human KCNQ1 potassium channel; P51787; B-score at 10 µM; AID 2642; CHO-K1 KCNQ1, FluxOR thallium flux fluorescence; stronger effect = higher value; 310,000 compounds, 1.3% hits;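 active = compounds whose thallium flux B-score, printed positive for inhibition, exceeds three library SD while starting fluorescence stays within three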;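 also: channel opened by potassium depolarization with thallium stimulus after 20 min compound exposure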
HDAC3 inh = inhibitors of human histone deacetylase 3. inhibition, % at 8.3 µM. O15379. AID 2718. 320,000 compounds, 0.15% hits. recombinant HDAC3, fluorogenic peptide/trypsin coupled, fluorescence; in the data active = inhibition above about 26%, passing the limit was not always enough; inconclusive = no clear call, values can overlap the other calls
Dyrk1A ADPGlo = Dyrk1A (rat) kinase inhibition | Q63470 | AID 504441 | 310,000 compounds, 0.43% hits | inhibition, % at 12.5 µM | ADP-Glo luminescence, NFATc1 peptide; in the data active = inhibition above about 50%;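 also: plate controls were vehicle with enzyme for no effect and no enzyme for full effect; many of its hits are not listed in these tables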
KCNK9 block = blocks the human KCNK9 two-pore domain potassium channel; Q9NPC2; AID 488922; HEK293 KCNK9, FluxOR thallium flux fluorescence; stronger effect = lower value; B-score at 10 µM; 310,000 compounds, 1.2% hits;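 active = ratio B-score over 3 SD below the library mean, with starting fluorescence within 5 SD of its mean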;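 also: negative B-score means less thallium flux so channel inhibition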
TRPC4 potent = TRPC4 (mouse) allosteric potentiation; B-score at 10 µM; AID 2227; 310,000 compounds, 0.42% hits; HEK293 TRPC4beta/mu-opioid, DAMGO EC20, Fluo-4 Ca2+ flux; stronger effect = higher value;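 active = B-score of calcium response area above 5 SD of library B-scores, with initial fluorescence ratio within 5 SD of library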;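 also: B-score of integrated fluorescence ratio over time as area under calcium response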
KCNK3 block = human KCNK3 channel inhibition, primary screen. O14649. CHO-KCNK3 thallium flux, FluxOR fluorescence; stronger effect = lower value. B-score at 10 µM. 340,000 compounds, 0.84% hits. AID 602410;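 active = B-score under library mean minus 4 SD, starting fluorescence ratio at most library mean plus 5 SD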;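 also: more negative B-score means stronger inhibition of thallium flux through KCNK3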
KCNQ1 act = potentiators or activators of human KCNQ1 potassium channel. CHO-K1 KCNQ1, thallium flux FluxOR fluorescence; stronger effect = higher value. B-score at 10 µM. 310,000 compounds, 0.35% hits. AID 2648;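 active = fluorescence ratio B-score, a plate-corrected score, at least three library SD, with initial intensity B-score within 5 SD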
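assay system = KCNQ1-transfected CHO-K1 cells | medium = assay buffer with matched DMSO | probe or stimulus = depolarizing K+/Tl+ stimulus, K2SO4 and Tl2SO4 each 12.5 mM in 5x stock | dosing = single dose | incubation = dye 90 min, compound 20 min, room temperature | detection = kinetic FluxOR fluorescence, 10 s baseline plus 110 s post-stimulus | evaluation = ratio B score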
Active calls of the source: *; i = inactive; u = inconclusive; x = not tested or not shown. These rows are one share of the data; the hit share may differ from the screen's.

SMILES	ANO1 activ	TRPC4 act	ANO1 block	hERG rescue	KCNQ1 block	HDAC3 inh	Dyrk1A ADPGlo	KCNK9 block	TRPC4 potent	KCNK3 block	KCNQ1 act
Cc1cnc(C(=O)OCC(=O)NC2CCCCC2)cn1	i	i	i	-6	i	-2	-10	i	i	i	i
CCCCOCP(=O)(CC)COCCCC	i	i	i	-8	i	1	1	i	i	i	i
Cc1ccc(C(=O)CSc2nnc(-c3ccncc3)n2C)cc1	i	i	i	-6	i	u	-1	i	i	i	i
CCOc1cc(C(=O)NC2=NCCS2)cc(OCC)c1OCC	i	i	i	-18	i	3	-5	i	i	i	i
COCCCNC(=O)C1CC(=O)N(Cc2ccc(OC)cc2)C1 (configuration not stated)	i	i	i	-3	i	0	0	i	i	i	i
C=CCN(c1ccccc1)S(=O)(=O)c1cccc(C(=O)NCC2CCCO2)c1 (configuration not stated)	i	i	i	-13	i	-4	1	i	i	i	i
CC(C)(C)NC(=O)c1ccc(COc2ccc(Cl)cc2Cl)o1	i	i	i	-8	i	-1	-1	i	i	i	i
C=CCOC(=O)C1C(=O)CC(C)(O)C(C(=O)OCC=C)C1c1ccc(OCC)cc1 (configuration not stated)	i	i	i	-10	i	-1	-4	i	i	i	i
CCCCN(CCCC)CC(O)COc1ccc(Br)cc1 (configuration not stated)	i	i	i	-11	i	0	1	i	i	i	i
CCCCCC(=O)Nc1cc2[nH]c(=O)cc(COC)c2cc1C	i	i	i	-7	i	-6	0	i	i	i	i
NNC(=O)c1ccc(COc2ccccc2)cc1	i	i	i	-2	i	-7	-2	i	i	i	i
c1ccc(-c2nc(C3CCCCC3)no2)cc1	i	i	i	-6	i	6	0	i	i	i	i
O=CNCCCc1nc2ccccc2n1Cc1cccc2ccccc12	i	i	i	-10	i	1	11	i	i	i	i
Clc1cccc(Cl)c1Cn1c(-c2cccnc2Cl)nc2ccccc21	i	i	i	-17	i	-3	3	i	i	i	i
Cc1ccc(C(=O)NC(=S)Nc2nc(-c3cccc([N+](=O)[O-])c3)cs2)c(Cl)c1	i	i	i	-2	i	-2	-4	i	i	i	i
Cc1cccc(OC(=O)CCN2C(=O)C3C4C=CC(C5CC45)C3C2=O)c1C (configuration not stated)	i	i	i	-6	i	2	-4	i	i	i	i
Cc1oc2c(c1C(=O)NCc1cc(C(=O)O)co1)CCCC2	i	i	i	-3	i	10	3	i	i	i	i
Cc1cc(C)n(CCc2nc(-c3ccc(C(C)(C)C)cc3)cs2)n1	i	i	25*	-7	i	8	-4	i	i	i	i
CCn1c(SCC(=O)Nc2nnc(C)s2)nnc1-c1ccco1	i	i	i	-16	i	1	-1	i	i	i	i
Cn1c(=O)n(C)c2cc(C(=O)Nc3ccc(Br)cc3)ccc21	x	i	i	-3	i	0	8	i	i	i	i
Cc1cc(C(=O)CSc2nc(N)cc(=O)[nH]2)ccc1F	i	i	i	-6	i	-6	2	i	i	i	i
CCCCc1ccc(NC(=S)NCCc2ccc(F)cc2)cc1	i	i	i	-9	i	3	1	i	i	i	i
CCN1CCCC(OC(=O)C(c2ccccc2)c2ccccc2)C1 (configuration not stated)	i	x	i	x	x	-2	8	x	x	i	x
Nc1nc2ccc(Oc3ccccc3)cc2s1	i	i	x	-14	i	x	3	i	i	i	i
CC1(C)CC(NCc2ccccc2)CCO1 (configuration not stated)	i	i	i	-12	i	-6	x	i	i	i	i
COc1c(S(=O)(=O)NCCN2CCOCC2)ccc(Cl)c1Cl	i	i	i	4	i	0	-11	i	i	i	i
CCOC(=O)c1sc2cc([N+](=O)[O-])cc(SCC(C)C)c2c1N	i	i	i	-17	i	-1	-12	i	i	i	i
O=C(c1nc2ccccn2c1CN1CCCC(O)C1)N1CCN(C2CCCCC2)CC1 (configuration not stated)	i	i	i	-15	i	-2	2	i	i	i	i
CN(C)CCCN(C(=O)c1ccc(S(=O)(=O)N(C)C)cc1)c1nc2ccc(F)cc2s1	i	49*	i	-8	i	-6	1	i	i	i	i
OCC1(O)OC[C@@H](O)[C@H]1O (some centres not stated)	i	i	i	-7	i	-1	8	i	i	i	i
Cc1ccc(Cl)cc1NC(=O)c1ccccc1OCC(=O)Nc1ccc(Cl)cc1	i	i	i	-10	i	8	-3	i	i	i	i
Cc1ccc([N+](=O)[O-])cc1S(=O)(=O)NCCc1cn2ccccc2n1	i	i	i	-13	i	0	-6	i	i	i	i
CCN(CC)C(=O)Cn1c(=O)n(C)c2ccccc21	i	i	i	-8	i	-1	2	i	i	i	i
Cc1c(C)c2c(c(C)c1O)CCC(C)(C(=O)O)O2 (configuration not stated)	i	x	i	x	x	0	-2	x	x	i	x
COc1ccc(CCNC(=O)C(=O)NCC2OCCCN2S(=O)(=O)c2cc(C)ccc2C)cc1 (configuration not stated)	i	i	i	-5	i	5	-10	i	i	i	i
CC(=O)Nc1ccc(Nc2ccc3c4c(cc(=O)n3C)-c3ccccc3C(=O)c24)cc1	i	i	i	-4	i	-1	x	i	i	i	i
CN(C)CCN1C(=O)C(=O)/C(=C(/O)c2ccccc2)C1c1ccccc1F (configuration not stated)	i	i	i	-3	i	-4	7	i	i	i	i
COc1ccc(CCNC(=O)CCC(=O)NC2CCCCC2)cc1OC	i	i	i	-5	i	3	x	i	i	i	i
CCNc1[nH]c(=O)n(C)c(=O)c1N=O	i	i	i	-3	i	6	-3	i	i	i	i
Cc1ccc(-c2cc(=O)c3ccc(Cl)cc3[nH]2)cc1	i	i	i	-9	i	2	-1	i	i	i	i

Two entries from above, with two lines to a compound.
Each structure is followed by: ANO1 activ, TRPC4 act, ANO1 block, hERG rescue, KCNQ1 block, HDAC3 inh, Dyrk1A ADPGlo, KCNK9 block, TRPC4 potent, KCNK3 block, KCNQ1 act
CCCCc1ccc(NC(=S)NCCc2ccc(F)cc2)cc1
  i, i, i, -9, i, 3, 1, i, i, i, i
CC(=O)Nc1ccc(Nc2ccc3c4c(cc(=O)n3C)-c3ccccc3C(=O)c24)cc1
  i, i, i, -4, i, -1, x, i, i, i, i

Carrying on:
SMILES	ANO1 activ	TRPC4 act	ANO1 block	hERG rescue	KCNQ1 block	HDAC3 inh	Dyrk1A ADPGlo	KCNK9 block	TRPC4 potent	KCNK3 block	KCNQ1 act
CCOP(=O)(c1ccccc1)C(O)c1ccc([N+](=O)[O-])cc1 (configuration not stated)	i	i	i	-1	i	6	-3	i	i	i	i
Cc1ccc(Cl)cc1N(CC(=O)NC1CCCC1)C(=O)c1csnn1	i	i	i	-11	i	1	-8	i	i	i	i
O=C(CSc1nnc2c(n1)[nH]c1ccc(F)cc12)NC1CC1	i	i	i	-2	i	1	-7	i	i	i	i
Cc1ccc(N2CCN(C(=O)c3cn(CC4CCCCC4)nn3)C(C)C2)cc1 (configuration not stated)	i	i	i	-10	i	9	1	i	i	i	i
Cc1ccc(S(=O)(=O)N2CCN(C(=O)CSc3nc4ccccc4c(=O)[nH]3)CC2)cc1	i	i	i	-6	i	-2	-3	i	i	i	i
O=C(c1ccccc1)c1cccc(NC(=O)C2CC2)c1	i	i	i	-4	i	7	13	i	i	i	i
CCC1CCC(N2CCN(c3ccc(F)cc3)CC2)CC1 (configuration not stated)	i	i	i	-5	i	4	-2	i	i	i	i
Cc1ccccc1C(=O)N=c1ccn(-c2nc3ccccc3nc2NS(=O)(=O)c2ccccc2)cc1	i	i	i	-2	i	2	-2	i	i	i	i
CCCCc1c(C)[nH]c(=S)[nH]c1=O	i	i	i	-8	i	-1	-5	i	i	i	i
COc1ccc(CNC(=O)c2ccc(CN3CCOCC3)cc2)cc1	i	i	i	-18	i	6	-3	i	i	i	i
CCCn1c(SCC(=O)NC(C)C)nc2sc3c(c2c1=O)CCC3	i	i	i	-7	i	-2	7	i	i	i	i
CCOC(=O)c1sc(-c2ccc(OC)cc2)cc1N	i	i	i	-7	i	0	14	i	i	i	i
CC(=O)N1CCc2cc(S(=O)(=O)NCCC(=O)NC3CCN(Cc4ccccc4)CC3)ccc21	i	x	i	x	x	-1	-3	x	x	i	x
COc1ccc(-n2nc(C(=O)NCC(=O)Nc3cc(Cl)c(OC)cc3OC)c3ccccc3c2=O)cc1	i	i	i	-12	i	-5	-3	i	i	i	i
N#Cc1cc(-c2ccccc2)nc(Oc2ccccc2)n1	i	i	i	-1	i	2	3	i	i	i	i
O=S(=O)(c1ccc(-c2ccccc2)cc1)N1CCOCC1	i	i	i	-5	i	1	9	i	i	i	i
CC(C)CC(=O)N1CCN(Cc2ccc3c(c2)OCO3)CC1	i	i	i	-4	i	-8	0	i	i	i	i
COc1cc(NC(=O)[C@@H](NC(=O)N2CCn3c2nc2ccccc23)C(C)C)cc(OC)c1	i	i	i	-6	i	3	2	i	i	i	i
CC1(C)C2CC=C(/C=N/n3cnnc3)C1C2 (configuration not stated)	i	i	i	-7	i	-8	3	i	i	i	i
CCOC(=O)N1CCC(=NNC(=O)c2cc3ccccc3cc2O)CC1	i	i	i	-6	i	x	-10	i	i	i	i
COCCN1CC(C(=O)NCc2ncccc2C)CCC1=O (configuration not stated)	i	i	i	-5	i	-5	1	i	i	i	i
Cc1cc(C)c(S(=O)(=O)N2CCCC(C(=O)NC3CCCC3)C2)c(C)c1 (configuration not stated)	i	i	i	-1	i	-1	-5	i	i	i	i
O=C(CN(C1CCCCC1)S(=O)(=O)c1ccccc1)NCc1cccnc1	i	i	i	0	i	5	7	i	i	i	i
CCOC(=O)C1CCCN(Cc2ccccc2C)C1 (configuration not stated)	i	i	i	-9	i	u	1	i	i	i	i
Cc1ccc(CNC(=O)C2CCC(=O)N(CC3CCCCC3)C2)o1 (configuration not stated)	i	i	i	-12	i	1	13	i	i	i	i
O=C(Cc1ccccc1)N[C@@H](Cc1ccccc1)c1nc2ccccc2[nH]1	i	i	i	-4	i	3	0	i	i	i	i
CCCC(CCC)C(=O)Nc1ccc2c(c1)N(C(=O)CCN1CCN(C)CC1)c1ccccc1CC2	i	i	i	1	i	-6	4	i	i	i	i
CCOc1ccc(-c2cc(CCCC(=O)NCCc3ccccc3)no2)cc1	i	i	i	-12	i	5	-5	i	i	i	i
CCSc1nnc(NC(=O)[C@@H](NC(=O)c2ccccc2F)C(C)C)s1	i	i	i	-8	i	3	5	i	i	i	i
CCN(CC#CCC1(O)c2ccccc2-c2ccccc21)CCO	i	i	i	-3	i	1	4	i	i	i	i
Cc1ccc(OCc2cc(C(=O)NC3CCOC3)no2)cc1C (configuration not stated)	i	i	i	-4	i	-2	5	i	i	i	i
